# Bioassay records from PubChem.
# A549 viability – kills or reduces viability of A549 cells in Nrf2 counter-screen; A549 ARE-Fluc cells, CellTiter-Fluor viability, 18-24 h; Potency, µM (titrated, usually from 46 µM), without a hit: at the highest dose activity change, negative = cytotoxicity, usual class: inhibitors; 0.16% of 390,000 active; AID 504648; note: potency is the fitted concentration of half-maximal effect; % is set by controls: 0 for no effect and ±100 for the full control effect
#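 A549 ARE_Fluc cells in 5% FBS OPTI-MEM were exposed to compounds in concentration-response for 18-24 h at 37 deg C. Viability was read by CellTiter-Fluor fluorescence (Ex 405/Em 525) after 30 min, before the luciferase read.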
# Nrf2 inh – inhibitors of Nrf2 signaling. AID 504444. Potency, µM (titrated, usually from 46 µM), for inactives: at the top dose activity change, negative = inhibition, usual class: inhibitors. A549 ARE-Fluc reporter, luciferase luminescence, 18-24 h. 2.1% of 360,000 active; note: potency is the fitted concentration of half-maximal effect; % is set by controls: 0 for no effect and ±100 for the full control effect; nearly all actives have a fitted effect of over 60% in size
#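 Cells were seeded and rested 2 h, then exposed to compounds for 18-24 h. CellTiter-Fluor was read first as a viability measure. BugLite was added 15 min before the final luminescent read of ARE-luciferase activity in A549 cells.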
# ATXN viability – viability counter-screen for ATXN expression inhibitors; S2 cells (HEK-293 line with an ATXN2-luciferase reporter) viability, CellTiter-Fluor protease fluorescence, 24 h; Potency, µM (highest dose often 56.7 µM), actives largely listed as cytotoxic; 0.49% of 400,000 active; AID 651635; note: potency is the fitted concentration of half-maximal effect; nearly all actives have a fitted effect of over 40% in size
# ATXN2 expr inh – reduces ATXN2 reporter expression in HEK-293 cells; HEK-293 ATXN2-luciferase reporter, luminescence, 24 h; Potency, µM (series often up to 57 µM), inactives show at the top dose activity change, negative = inhibition, most hits filed as inhibitors; 0.72% of 360,000 active; note: potency is the fitted concentration of half-maximal effect; % is set by controls: 0 for no effect and ±100 for the full control effect; nearly all actives have a fitted effect of over 55% in size
#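 qHTS (up to 57 uM final) was run with 24 h compound exposure of reporter cells at 37 °C. Each well was multiplexed: SteadyGlo luminescence measured ATXN2-luciferase expression after a fluorogenic Gly-Phe-AFC viability readout (25 uM final).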
# IL1B secr inh – inhibitors of inflammasome signaling (IL-1 beta secretion); THP-1 LPS/ATP IL-1B secretion, AlphaLISA, 16 h; hits give low values; 4.7% of 360,000 active; activity change, % at 57.5 µM; in the data active = activity change below about -50%; inconclusive = mostly about -30% to -49%; note: % is set by controls: 0 for no effect and ±100 for the full control effect
#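 THP-1 cells pretreated 1 hr with compounds (up to 57.5 uM final), then stimulated with LPS (250 ng/mL final) plus ATP (1.25 mM final); secreted IL-1B measured by AlphaLISA after 16 hr, decreased signal indicating inhibition.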
# HepG2 viability – HepG2 cytotoxicity, counter-screen for TGF-b inhibitors | HepG2 CAGA-GFP viability, ATP luminescence, 18 h | Potency, µM (series often up to 46.1 µM), for inactives: at the highest dose activity change, negative = cytotoxicity, most hits filed as cytotoxic | 0.76% of 410,000 active | AID 588856; note: potency is the fitted concentration of half-maximal effect; some results filed as inactive show a strong effect at the top dose
#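 CellTiter-Glo luminescence gave cytotoxicity after 18 hours at 37 degrees C. The cells were HepG2 CAGA-GFP in 1% FBS DMEM, stimulated with 500 pg/mL TGF-beta after compound addition. %Activity was normalised to no-cell wells (complete cell-killing) and DMSO (no toxicity), and curves were fitted and classified.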
# TGFb SMAD3 inh – blocks TGF-b signaling; HepG2 CAGA-GFP TGF-b/SMAD3 reporter, GFP fluorescence, 18 h; TGF-beta stimulated, 500 pg/mL final; Potency, µM (series often up to 46.1 µM), for the others: top-dose activity, negative = inhibition, usual class: inhibitors; 1.2% of 410,000 active; note: potency is the fitted concentration of half-maximal effect; % is set by controls: 0 for no effect and ±100 for the full control effect; nearly all actives have a fitted effect of over 65% in size
#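 Using HEPG2 CAGA-GFP reporter cells at 1000 cells/well, we pinned test compounds, stimulated with recombinant TGF-beta (500 pg/mL final) and measured total well GFP after 18 h.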
# MCF10A rerep – DNA re-replication induction in MCF 10a cells | MCF 10A DNA re-replication, Hoechst nuclear intensity, 48 h | Potency, µM (highest dose often 46.1 µM), for the others: at the top dose activity, positive = re-replication, actives largely listed as activators | 2.9% of 350,000 active | AID 624296; note: potency is the fitted concentration of half-maximal effect; % of control where 0% means no effect; nearly all actives have a fitted effect of over 50% in size
# Nrf2 activator – activates Nrf2 signaling | AID 624171 | Potency, µM (top dose mostly 46.1 µM), for the others: at the highest dose activation, actives largely listed as activators | 0.31% of 410,000 active | AREc32 ARE-luciferase reporter (MCF7-derived line), luminescence, 24 h; note: potency is the fitted concentration of half-maximal effect; % of control where 0% means no effect; nearly all actives have a fitted effect of over 65% in size
#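 ARE-driven firefly luciferase activity in AREc32 cells measured after a 24 hr compound exposure at 37 deg C, using Steady-Glo reagent and a 30 min room-temperature hold.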
# The depositor's hits bear a star; i = inactive; u = inconclusive; x = not tested or not shown; & = joins results of further samples; ! = not active in a repeat; [ ] = dose if it differs, or a comment. Unless noted, calls come from the whole dose curve; as a rule, active = well fitted curve in the direction sought with a large enough effect; inconclusive = small, poorly fitted or top-dose-only effect, or another doubt; inactive = no such curve, though single readings can be large; an effect the other way counts as inactive or inconclusive.
SMILES,A549 viability,Nrf2 inh,ATXN viability,ATXN2 expr inh,IL1B secr inh,HepG2 viability,TGFb SMAD3 inh,MCF10A rerep,Nrf2 activator
COC(=O)C1=C(C)N(Cc2ccccc2)C(=NCCc2c[nH]c3ccccc23)N[C@H]1c1cccc(F)c1,-1.0%,5.2%,22.4µM*,u,-50.4*,-101.2%,u,u,-3.0%
O=C(Nc1nc2ccccc2s1)c1cnccn1,-7.0%,u,i,-23.7%,10.6,-34.8%,-5.2%,3.26µM*,5.7%
COc1cc(NC(=O)c2cc(-c3cccc(O)c3)on2)cc(OC)c1OC,-1.8%,3.3%,u,-26.2%,5.0,-30.6%,u,12.8%,4.3%
CCOc1ccc(C(=O)NCC(=O)N2CC=C(c3ccccc3)CC2)cc1OCC,-6.9%,u,i,-22.8%,5.4,-37.5%,-15.3%,8.0%,0.1%
CCOC(=O)[C@@H]1[C@H]2COc3ccccc3[C@@H]2N2C(=O)N(c3ccc(C)cc3)C(=O)[C@@]12C,-8.9%,3.6%,i,11.0%,25.5,2.1%,1.4%,1.6%,0.0%
COc1ccc(CCC(=O)Nc2cc([N+](=O)[O-])ccc2OC)cc1,0.0%,-4.8%,i,1.1%,5.3,7.7%,9.3%,-51.1%[inhibitor],10.8%
CC(=O)c1c(C(C)=O)c(C)n(-c2cccc3cccnc23)c1C,-1.4%,-12.4%,u,3.5%[11.3 µM],3.4,-3.0%,-0.4%,0.1%,-0.3%
Cc1cc(C)cc(NC(=O)CSc2nncn3c2cc2occc23)c1,7.1%,-16.3%,x,x,x,-10.5%,1.2%,x,6.2%
O=C1c2ccncc2C(=O)N1C1CCCCC1,11.4%,3.7%,i,-6.0%,-1.1,-3.6%,4.1%,-0.2%,-0.6%
COC(=O)C1=C(C)Nc2ncnn2C1c1ccco1 (stereo not given),0.4%,8.8%,i,6.4%,23.4,26.1%,7.2%,-1.1%,-0.4%
COc1cc(OC)cc(-c2cc3ccccc3c(=O)o2)c1,-0.6%,24.0%,i,12.1%,-7.9,-19.7%,-2.7%,-8.4%,12.6%
N#C/C(=C(/O)COC(=O)COc1ccc(Cl)cc1)c1nc2ccccc2[nH]1,-4.9%,-25.3%,x,u,-99.4*,8.9%,10.1%,u,u
O=C1NC2(CCC3(CC2)OCCO3)NN1c1ccccc1,11.5%,-5.0%,i,-22.5%,-1.2,-25.8%,-3.0%,u,10.9%
CC(C)CC(c1nnnn1C(C)C)N1CCN(C(=O)c2ccco2)CC1 (stereo not given),-0.1%,12.1%,i,5.5%,17.1,13.4%,2.3%,-8.7%,0.2%
Cc1cc(C(=O)Nc2cc(S(C)(=O)=O)ccc2Cl)no1,-1.4%,1.0%,i,6.4%,-3.2,-0.2%,1.9%,-18.6%,2.7%
Cc1c(C(=O)NN)sc(-c2ccccc2)c1C#N,-8.5%,-8.9%,i,u,28.8,-2.2%,11.3%,u,9.9%
CC(=O)c1cccc(NC(=O)c2cc(S(=O)(=O)N3CCCCC3)ccc2N2CCOCC2)c1,x,x,i,x,8.0,-22.8%,3.9%,x,3.5%
C[C@H](NC(=O)c1nc[nH]c1C(=O)NCc1ccccc1)C(=O)OCc1ccccc1,-2.4%,18.7%,i,5.5%,50.8,-5.9%,u,3.8%,-0.7%
CCCn1nnc(NC(=O)c2cccc(OCc3ccccc3)c2)n1,1.9%,0.0%,i,3.9%,75.6,1.3%,-2.5%,-2.8%,-0.6%
CCN1CCN(Cc2ccc(NC(=O)c3ccc(C)c(NC(=O)C(=O)c4c[nH]c5ccccc45)c3)cc2C(F)(F)F)CC1,u,u,14.1µM*,14.1µM*!,-106.2*,15.8µM*!,17.8µM*,23.1µM*,-3.6%&-3.3%&-3.8%
COCCN(CCOC)C(=S)Nc1cc(S(=O)(=O)N(C)C)ccc1C,-0.3%,0.0%,i,1.8%,11.0,-12.8%,-14.2%,-6.0%,0.3%
Cc1nc2ccc(NC(=O)c3ccc(C)c(S(=O)(=O)N4CCOCC4)c3)cc2s1,-25.0%,u,i,-32.6%,-22.7,-7.2%,-18.0%,25.0%,3.1%
COc1ccc(NC(=S)N2CCC(Cc3ccccc3)CC2)cc1,2.2%,-27.6%,i,-20.7%,-58.0*,-14.7%,-22.3%,7.2%,-0.9%
C=CCC[C@@H](CCCCC)OC(=O)/C=C/[C@@H](O)[C@H](O)C[C@@H](O)CC=C,x,x,i,-23.0%,u,x,x,x,10.5%
CCN(C(=O)CN1C(=O)S/C(=C\c2ccccc2OC)C1=O)C1CCS(=O)(=O)C1 (stereo not given),-3.6%,-14.3%,i,9.7%,-12.5,-5.2%,-6.2%,0.8%,-0.3%
O=Cc1nc(-c2ccc(Cl)cc2)n2ccccc12,0.1%,7.1%,i,15.9%,15.6,0.0%,-2.0%,19.7%,5.3%
CCNc1oc(-c2ccccc2F)nc1S(=O)(=O)c1ccccc1,3.4%,-17.5%,i,-7.8%,-21.2,-10.1%,-4.5%,0.0%,0.1%
CC12CC(NC(=O)N1CCc1ccccc1)c1ccccc1O2 (stereo not given),-10.6%,u,x,x,-8.0,-30.5%,-16.0%,-2.4%,0.1%
CC(=O)Nc1ccc(-c2ccnc3c2CC(C)(C(=O)Nc2ccc4c(c2)OCO4)O3)cc1 (stereo not given),x,x,u,-17.8%,-51.5*,-0.6%,35.5%[activator],x,-0.1%
Cc1noc(C)c1S(=O)(=O)N(C)C[C@H]1Oc2c(NC(=O)Nc3ccc4c(c3)OCO4)cccc2C(=O)N([C@H](C)CO)C[C@@H]1C,-3.7%,-4.6%,i,17.7%,5.2,-1.8%,1.7%,u,3.5%
Clc1cccc(N2CCN(c3ncnc4nc[nH]c34)CC2)c1,-1.8%,-18.6%,i,-1.9%,10.5,20.8%,4.9%,u,0.2%
Cn1cc(C(=O)O)c(=O)c2cc(S(=O)(=O)N3CCCCC3)ccc21,6.0%,x,x,x,x,-76.7%,1.5%,x,4.6%
COC(=O)Cn1c2c(c3cc(C)ccc31)CCCC2NC(C)c1ccccc1 (stereo not given),-11.0%,-14.3%,i,-7.6%,31.1,7.9%,1.4%,0.4%,0.3%
COCCNC(=O)c1ccc2c(c1)S(=O)(=O)c1ccccc1C2=O,-2.3%,8.1%,i,1.3%,4.0,-2.5%,-23.6%,4.0%,2.8%
COc1ccc(OC)c(CCNC(=O)CCCn2c(=O)c3cccn3c3cccnc32)c1,3.8%,-12.8%,x,x,x,8.7%,-4.8%,x,-0.7%
NC(COCc1ccccc1)c1csc(Nc2nncc3ccccc23)n1 (stereo not given),x,x,i,-24.7%,u,-90.6%,u,x,2.3%
C1=C(CCNc2ncnc3nc[nH]c23)CCCC1,2.3%,-24.0%,u,11.8%,32.0,-26.1%,u,-3.3%,-0.9%
O=C(Nc1ccc(Cl)cn1)c1cnn2cccnc12,3.1%,x,u,15.1%,20.6,-21.6%,-37.0%,-3.6%,u
COCCN(Cc1nc2ccccc2c(=O)[nH]1)C(=O)COc1ccccc1-c1ccccc1,u,-7.9%,i,49.3%[activator],-67.6*,8.1%,-16.4%,u,0.6%
COC(=O)c1ccccc1N/C=C1\CCc2c(c(C)nn2-c2ccccn2)C1=O,-18.2%,u,i,3.7%,3.3,-0.8%,-22.6%,8.2µM*,4.5%
COc1cc(OC)c(OC)cc1/C=N/Nc1ncnc2c1[nH]c1ccc(C)cc12,0.2%,1.2%,i,-15.3%,44.3,-11.2%,-29.0%,u,0.5%
C=CCn1c(SCC(=O)c2c(N)n(C3CC3)c(=O)[nH]c2=O)nnc1-c1ccc(OC)cc1,0.5%,3.7%,i,2.2%,-17.2,-0.5%,-8.6%,12.5%,0.0%
CCCOc1ccccc1C1CC(=O)NC(C)=C1C(=O)OCC(C)C (stereo not given),-0.8%,x,i,-13.2%,-11.4,-49.6%,u,16.8%,1.8%
COc1ccc(/C=N/NC(=O)c2nonc2C)cc1,-5.4%,u,i,-4.0%,-5.3,1.2%,2.0%,3.7%,0.6%
CSc1nc2ccc3nc(NC(=O)c4cccs4)sc3c2s1,1.4%,u,i,28.1%,-3.0,-6.3%,-1.3%,6.0%,3.8%
O=C(CCn1ccc2ccccc21)Nc1ccc(N2CCOCC2)cc1,-0.6%,-15.7%,i,-15.8%,-11.5,-17.8%,-7.3%,0.8%,0.1%

# A draw from above in order of heavy-atom count, largest number first.
SMILES,A549 viability,Nrf2 inh,ATXN viability,ATXN2 expr inh,IL1B secr inh,HepG2 viability,TGFb SMAD3 inh,MCF10A rerep,Nrf2 activator
COCCN(Cc1nc2ccccc2c(=O)[nH]1)C(=O)COc1ccccc1-c1ccccc1,u,-7.9%,i,49.3%[activator],-67.6*,8.1%,-16.4%,u,0.6%
C=CCn1c(SCC(=O)c2c(N)n(C3CC3)c(=O)[nH]c2=O)nnc1-c1ccc(OC)cc1,0.5%,3.7%,i,2.2%,-17.2,-0.5%,-8.6%,12.5%,0.0%
COC(=O)c1ccccc1N/C=C1\CCc2c(c(C)nn2-c2ccccn2)C1=O,-18.2%,u,i,3.7%,3.3,-0.8%,-22.6%,8.2µM*,4.5%
O=C(CCn1ccc2ccccc21)Nc1ccc(N2CCOCC2)cc1,-0.6%,-15.7%,i,-15.8%,-11.5,-17.8%,-7.3%,0.8%,0.1%
CCCOc1ccccc1C1CC(=O)NC(C)=C1C(=O)OCC(C)C (stereo not given),-0.8%,x,i,-13.2%,-11.4,-49.6%,u,16.8%,1.8%
COc1ccc(/C=N/NC(=O)c2nonc2C)cc1,-5.4%,u,i,-4.0%,-5.3,1.2%,2.0%,3.7%,0.6%
C1=C(CCNc2ncnc3nc[nH]c23)CCCC1,2.3%,-24.0%,u,11.8%,32.0,-26.1%,u,-3.3%,-0.9%
